Screens as filed in PubChem BioAssay.
APJ antagonist: blocks the human apelin receptor APJ; CHO-K1 APJ beta-arrestin complementation, luminescence; 330,000 tested, 0.32% active; P35414; inhibition, % at 20 µM;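 active = inhibition above about 40% at 20 µM, limit read from the data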;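 also: cells challenged with 10 nM apelin-13 agonist together with compound; plate controls were apelin-13 plus DMSO wells for no effect and DMSO wells lacking apelin-13 for full effect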
Target sequence (P35414 whole entry, looked up): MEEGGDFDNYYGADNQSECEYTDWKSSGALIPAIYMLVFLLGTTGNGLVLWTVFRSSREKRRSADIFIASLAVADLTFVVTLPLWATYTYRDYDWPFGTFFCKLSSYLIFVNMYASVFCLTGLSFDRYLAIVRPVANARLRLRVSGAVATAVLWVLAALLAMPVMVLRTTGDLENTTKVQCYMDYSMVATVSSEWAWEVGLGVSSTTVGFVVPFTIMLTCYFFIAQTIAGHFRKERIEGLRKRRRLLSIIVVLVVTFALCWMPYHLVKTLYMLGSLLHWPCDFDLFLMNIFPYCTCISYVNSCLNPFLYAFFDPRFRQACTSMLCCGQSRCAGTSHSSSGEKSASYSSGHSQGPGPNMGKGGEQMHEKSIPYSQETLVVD
XBP1 UPR activ: activators of adaptive arm of unfolded protein response (XBP1). CHO-XBP1 luciferase reporter, IRE1-XBP1 UPR activation, luminescence; percent of tunicamycin response, DMSO as zero. activation, % at 20 µM. 330,000 tested, 0.33% active;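 active = versus positive control, 20 µM dose yields 30% or more activation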;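 also: 100% = tunicamycin at 10 µg/mL and 0% = DMSO only wells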
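Material: CHO-XBP1 cells stably carrying IRE1-XBP1-driven luciferase reporter / Amount: 1000 cells per well / Compound: 20 µM, 1% DMSO / Times: 6 h treatment, 37 °C / Detection: luciferase luminescence / Measure: % activation of reporter signal versus tunicamycin and DMSO controls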
APJ ag: agonists of human APJ apelin receptor. P35414. activation, % at 20 µM. 330,000 tested, 0.11% active. AID 2520. CHO-K1 APJ PathHunter beta-arrestin, luminescence; 0% DMSO wells, 100% apelin;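 active = activation more than six SD over the plate average, tested at 20 µM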;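 also: 0% = DMSO alone and 100% = apelin-13 at 10 nM; some results filed as inactive read as strong as hits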
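Assay system – PathHunter CHO-K1 APJ (AGTRL-1) beta-arrestin reporter cells · Compound – one dose, 20 µM compound, 1% DMSO · Timing – compound 90 min 25 °C, reagent 1 h · Measured by – luminescence from split beta-galactosidase complementation, Galacton Star/Emerald II substrate · Measure – beta-arrestin recruitment to APJ as agonist activity, luminescent signal · Benchmarks – DMSO vs Apelin-13 10 nM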
tim23-1 inh: tim23-1 yeast growth inhibition; S. cerevisiae tim23-1 growth, BacTiter-Glo luminescence, 24 h; 330,000 tested, 1.3% active; inhibition, % at 20 µM;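 active = growth inhibition of the mutant yeast at or above 50%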;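 also: temperature-sensitive mutant grown at 25 °C; plate controls were DMSO-treated mutant yeast for no effect and medium wells lacking yeast for full effect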
Mdm2 MdmX PPI: disrupts the human Mdm2-MdmX interaction. O15151+Q00987. SaOS-2 split-luciferase Mdm2/MdmX complementation, luminescence. inhibition, % at 8 µM. 330,000 tested, 3% active;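 active = inhibition of at least 50% at 8 µM in the primary screen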
Jurkat NFkB inh: inhibitors of the PMA/ionomycin-induced NF-kB reporter in Jurkat cells; PMA/ionomycin-induced NF-kB luciferase reporter, luminescence; inhibition, % at 4 µM; 330,000 tested, 0.53% active; in the data active = inhibition above about 50%
CHOP UPR activ: apoptotic UPR (CHOP) activation | CHO-CHOP luciferase reporter, luminescence; percent of tunicamycin response over DMSO baseline | activation, % at 10 µM | 330,000 tested, 0.34% active | AID 449763;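 active = at 10 µM dose, activation of 40% or more, normalized to positive control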;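 also: 100% = tunicamycin at 10 µg/mL and 0% = DMSO alone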
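Test system: CHO-CHOP cells, stable luciferase reporter of PERK-eIF2a-CHOP signalling | Quantity: 500 CHO-CHOP cells per well | Buffer or medium: F12 plus 10% serum | Compound dosing: 10 µM single point, 0.5% DMSO | Schedule: 6 h compound treatment, 37 °C | Signal: Luciferase luminescence | Control set: Tunicamycin high control, DMSO low control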
697 NFkB inh: inhibitors of the PMA/ionomycin-induced NF-kB reporter in 697 B cells; AID 435022; 697 B-cell NF-kB luciferase reporter, 16 h; inhibition, % at 4 µM; 330,000 tested, 0.33% active; in the data active = inhibition above about 35%
* hit, by the source's call; & = joins results of further samples. Hits appear at their usual frequency; about 5% have a hit in one of these screens.

SMILES | APJ antagonist | XBP1 UPR activ | APJ ag | tim23-1 inh | Mdm2 MdmX PPI | Jurkat NFkB inh | CHOP UPR activ | 697 NFkB inh
CCCCN(C)CCCNC(=O)C1CC(=O)N(Cc2ccc(OC)cc2)C1 (configuration not stated) | 0 | 0 | -3 | 5 | 17 | -22 | -0.6 | -5
O=C(N/N=C/c1ccc(OCC(=O)N2CCOCC2)cc1)c1ccccc1Cl | 2 | -2 | -1 | 16 | 7 | -5 | -0.2 | 33
CN(C(=O)CC(=O)Nc1ccc(Cl)c(Cl)c1)c1ccccc1 | 12 | -3 | -2 | 12 | 15 | 13 | 3.3 | 15
CCN(CC)c1ccc(C(=O)OCC(=O)N2CCCC2)cc1 | 15 | 0 | 3 | 17 | 11 | -18 | 4.6 | -18
O=C(NNS(=O)(=O)c1ccccc1)C1CCCCC1 | 2 | 1 | 0 | -5 | 18 | -3 | -0.6 | -1
CCc1cccc(CC)c1-n1c(SCC(=O)N2CCc3ccccc32)nc(O)cc1=O | 12 | -2 | 0 | 10 | 8 | -6 | -1.3 | -1
CCN(CC)CC(=O)Nc1c(Br)ccc2c1OCO2 | 12 | 0 | -1 | 9 | 20 | 2 | -2.1 | 14
O=C(N/N=C1\CCCc2ccccc21)c1ccc([N+](=O)[O-])cc1Cl | -19 | -1 | 1 | 17 | -43 | -5 | 3.8 | -25
Cc1ccc(C#N)c(SCC(=O)Nc2nccs2)n1 | 6 | -4 | -3 | 7 | -145 | -139 | 1.0 | -145
CC(C)Oc1ccc(/C=C(/NC(=O)c2ccccc2)C(=O)NCCC(=O)O)cc1 | 9 | -2 | -4 | 8 | 10 | 11 | -0.1 | 7
COC(=O)c1ccc(NC(=O)CCN2CCCCC2)cc1 | 7&13 | 0&5 | -2&-1 | 0&3 | -44&14 | -24&-2 | 0.0&-0.1 | -2&-15
O=C(c1ccccc1NS(=O)(=O)c1ccc(F)cc1)N1CCc2ccccc21 | -9 | -1 | -1 | 18 | -10 | 6 | 1.5 | 5
Cc1ccsc1C(=O)OCC(=O)N1CC(=O)Nc2ccccc21 | 11 | 0 | 3 | 15 | -6 | 3 | -0.6 | 6
C=CCNc1nc(SC)nc2ccsc12 | 7 | 3 | -1 | -9 | 17 | 9 | 1.5 | 4
COCc1cc(C)nc2sc(C(=O)Nc3cccc(OC)c3)c(N)c12 | -12 | 4 | -2 | 20 | -85 | -97 | 1.8 | -100
Cc1nc(Cl)c(C#N)c2c1CCCC2 | -6 | 0 | -2 | 11 | 23 | 0 | -1.3 | 22
COc1ccc(Cc2nc3ccc(C(=O)NC4CCOC4)cc3o2)cc1 (configuration not stated) | 4 | 1 | -3 | 9 | 4 | -4 | 3.2 | -23
N#CCC(=O)Nc1ccc(C(=O)OCC(=O)N(C2CCCCC2)C2CCCCC2)cc1 | 0 | -2 | 0 | 37 | 0 | -15 | 0.0 | 16
COCCn1c(C)cc(C2=NNC(=Nc3ccc(OC)cc3)SC2)c1C | 1 | -4 | 0 | -2 | 1 | -11 | -1.5 | -10
Cc1ccccc1OCC(=O)NCCN1CCCC1 | 14 | 0 | 3 | -2 | 16 | -17 | 0.1 | 3
COc1ccc(/C(C)=N/NC(=O)CNC(=O)c2cccnc2)c(OC)c1 | 15 | -2 | -4 | 0 | -16 | 8 | 0.4 | 7
COCc1ccc(C(=O)N2CCCC(C(=O)c3cccc(C(F)(F)F)c3)C2)o1 (configuration not stated) | -17 | -1 | 0 | 20 | 25 | -5 | -0.2 | -1
COc1ccc(C(=O)Nc2nc(C)c(C(C)=O)s2)cc1S(=O)(=O)N1CCOCC1 | 15 | -1 | -2 | 11 | 21 | -11 | -0.8 | 22
NC(=O)c1ccc(Oc2cccc3cccnc23)c([N+](=O)[O-])c1 | -25 | -1 | 1 | -5 | -21 | -9 | -1.8 | 20
CCOc1ccccc1NC(=O)NC1(C(=O)N2CCN3CCCC3C2)CCCCC1 (configuration not stated) | 9 | -3 | -3 | 5 | 1 | 11 | 2.8 | 6
COC(=O)c1ccccc1N1C(=O)C2C(C1=O)C1C=CC2C12CC2 (configuration not stated) | 16 | 0 | -2 | 10 | 6 | -6 | 0.3 | 4
Cc1ccc(C(=O)c2c[nH]c3c(F)cc(F)cc3c2=O)cc1 | -1 | 1 | -2 | 14 | 0 | 2 | 0.4 | 7
COc1ccccc1CNC(=O)COC(=O)c1cccc(S(=O)(=O)N2CCCC2)c1 | 7 | -2 | -2 | 3 | 12 | -11 | 0.6 | 24
COC(=O)c1ccccc1NC(=O)CN1CCN(C23CC4CC(CC(C4)C2)C3)CC1 | 13 | 2 | -5 | 13 | 22 | 7 | 2.1 | -31
CCOC(=O)c1ccc(NC(=O)CSc2nncn2-c2cccnc2)cc1 | -1 | -2 | 1 | -1 | 14 | -11 | 0.2 | 8
O=C(Nc1ccc(O)cc1)c1cc(S(=O)(=O)N2CCCC2)ccc1Cl | 9 | 1 | -4 | 4 | 27 | 18 | 2.3 | 8
C#CCOCCOCCOCCNc1nc(N2CCN(C(=O)[C@H]([C@@H](C)CC)n3cc(CCCN=C(N)N)nn3)CC2)nc(N2CCN(C(=O)[C@H]([C@@H](C)CC)n3cc(CCCN=C(N)N)nn3)CC2)n1 | 17 | 0 | -5 | 10 | 5 | 4 | -2.3 | 4
COC(=O)c1sc(-c2ccccc2)cc1NC(=O)C1CC1 | 0 | 1 | -3 | 22 | 10 | 1 | -0.9 | -1
O=C(NCCNC(=O)c1cccs1)c1ccco1 | -6 | -2 | 5 | 15 | 20 | 3 | -0.7 | -9
COCCCn1c(SCc2ccc(OC)cc2)nc2cc(OC)c(OC)cc2c1=N | 13 | 3 | -3 | 10 | 4 | -2 | 4.1 | -13
COc1ccc(N(C)C2=NS(=O)(=O)c3ccccc32)cc1 | -2 | -2 | -2 | 0 | 52* | 56* | -0.4 | -73
CC(Oc1ccc2c(-c3ccccc3)cc(=O)oc2c1)C(=O)NC(Cc1c[nH]c2ccccc12)C(=O)O (configuration not stated) | 2 | -2 | -4 | 21 | 16 | 14 | 1.5 | 20
O=C(Nc1ccc(-c2cn3ccccc3n2)cc1)c1ccco1 | -1 | 1 | 7 | 59* | -158 | -68 | 3.0 | -88
CC(=O)CSc1nnc(NC(=O)CCc2ccccc2)s1 | 2 | 0 | -4 | 6 | -6 | 7 | 1.7 | 19
COc1ccc(OC)c(-c2c[n+](=O)c3c(n2[O-])CCCC3)c1 | 8 | 0 | 0 | 14 | 5 | 9 | 0.4 | 11

The final five compounds of the part above come first, to join the parts:
SMILES | APJ antagonist | XBP1 UPR activ | APJ ag | tim23-1 inh | Mdm2 MdmX PPI | Jurkat NFkB inh | CHOP UPR activ | 697 NFkB inh
COc1ccc(N(C)C2=NS(=O)(=O)c3ccccc32)cc1 | -2 | -2 | -2 | 0 | 52* | 56* | -0.4 | -73
CC(Oc1ccc2c(-c3ccccc3)cc(=O)oc2c1)C(=O)NC(Cc1c[nH]c2ccccc12)C(=O)O (configuration not stated) | 2 | -2 | -4 | 21 | 16 | 14 | 1.5 | 20
O=C(Nc1ccc(-c2cn3ccccc3n2)cc1)c1ccco1 | -1 | 1 | 7 | 59* | -158 | -68 | 3.0 | -88
CC(=O)CSc1nnc(NC(=O)CCc2ccccc2)s1 | 2 | 0 | -4 | 6 | -6 | 7 | 1.7 | 19
COc1ccc(OC)c(-c2c[n+](=O)c3c(n2[O-])CCCC3)c1 | 8 | 0 | 0 | 14 | 5 | 9 | 0.4 | 11
Cc1cccn2c(=O)nc(SCC(=O)N3CCCCCC3)nc12 | -4 | -3 | -4 | 6 | 3 | -1 | 0.6 | -6
Cc1ccc(NC(=O)C(C)c2cccc(C(=O)c3ccccc3)c2)cc1O (configuration not stated) | 5 | -1 | -1 | 25 | 9 | 24 | -1.5 | -11
Cc1cc(OCC(=O)Nc2ccc(F)c(F)c2)nc(C(C)C)n1 | 5 | -2 | 0 | 7 | 8 | 1 | -1.3 | -19
CCOc1ccccc1CNC(=O)C1CCCN(c2nn3c(=O)cc(C)nc3s2)C1 (configuration not stated) | 7 | -3 | 1 | 3 | 23 | 10 | -0.2 | 5
CCOC(=O)c1cccc(NC(=O)CSc2nnnn2C)c1 | 4 | 6 | 4 | 10 | 26 | -7 | 0.9 | -3
COC(=O)c1ccc2c(=O)n(CCCCCC(=O)NCc3ccccc3)c(=O)[nH]c2c1 | 12 | 0 | -2 | -5 | 7 | -5 | 1.6 | -3
O=C(c1cccc(Cl)c1)N1CCN(c2ncnc3c2cnn3-c2ccccc2)CC1 | -3 | -2 | 2 | 30 | 9 | 11 | -1.9 | -1
CCOc1ccc(C(=O)CN2CCN(S(=O)(=O)c3ccc(Br)cc3)CC2)cc1 | 5 | 0 | 0 | 23 | -9 | 8 | -1.2 | -2
CC(CCN1CCN(c2ccc(F)cc2)CC1)c1ccccc1 (configuration not stated) | 17 | -1 | -3 | -41 | 4 | 0 | -1.0 | -1
S=c1nc(C2CC2)[nH]c2ccccc12 | 36 | -3 | -6 | 23 | -8 | -3 | 0.2 | 4
[O-][n+]1onc2c1CCc1c-2nc(-c2ccccc2)n1OCc1ccccc1 | -17 | -7 | -3 | 10 | 21 | 19 | -1.4 | 10
Cc1ccc(C)c(N=Nc2ccc(O)c3ncccc23)c1 | 45* | -6 | -9 | 0 | 97* | 78* | 13 | -103
O=C(CCCNC(=O)/C(=C\c1ccccc1F)NC(=O)c1ccccc1)OCc1ccccc1 | 12 | -1 | -6 | -1 | -2 | -6 | -1.0 | 4
CCCC(=O)Oc1c(S(=O)(=O)c2ccc(C)cc2)c(C)nn1C(C)(C)C | 1 | -2 | -2 | 42 | 31 | 9 | -0.2 | 18
CCN(CC)C(=O)c1cn(CCC#N)nc1-c1ccc2ccccc2c1 | 19 | -4 | -4 | 15 | 24 | 3 | 0.8 | -2
COc1cccc2sc(/N=C/N(C)C)nc12 | 1 | -2 | 1 | 17 | -4 | -23 | 1.7 | -15
COc1cc(CNc2ccc(N3CCN(C(C)=O)CC3)cc2)ccc1OCc1ccccc1 | -30 | -2 | 6 | 11 | 19 | -4 | 1.6 | -3
COc1cc(OC)cc(C(=O)N2CCC(C(=O)c3ccc(F)cc3)CC2)c1 | 11 | -4 | -3 | 22 | 14 | 6 | -1.1 | 2
